Screens deposited in PubChem by National Center for Advancing Translational Sciences (NCATS).
TDP1 cell CPT = DT40-hTDP1 cell growth loss with CPT; chicken DT40 Tdp1-/-;hTDP1 cells + 20 nM CPT, ATP luminescence, 48 h; Potency, µM (series often up to 46.2 µM), without a hit: at the top dose activity change, negative = growth inhibition, most hits filed as inhibitors; hit rate 12% among 420,000; AID 686979; further: nearly all actives have a fitted effect of over 55% in size
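Chicken DT40 Tdp1-/- cells stably complemented with human TDP1 were seeded at 400 cells/well in medium containing 20 nM camptothecin, exposed to pin-transferred compounds, and grown at 37 °C for at least 48 hr. Viability was read as ATP luminescence.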
GCN5L2 inh = GCN5L2 (KAT2A) acetyltransferase inhibition; Q92830; GCN5L2 HAT assay, ThioGlo1 CoA-SH fluorescence; Potency, µM (titrated, usually from 58.9 µM), without a hit: top-dose activity change, negative = inhibition, usual class: inhibitors; hit rate 0.21% among 390,000; AID 504327
Target sequence (Q92830 whole entry, looked up): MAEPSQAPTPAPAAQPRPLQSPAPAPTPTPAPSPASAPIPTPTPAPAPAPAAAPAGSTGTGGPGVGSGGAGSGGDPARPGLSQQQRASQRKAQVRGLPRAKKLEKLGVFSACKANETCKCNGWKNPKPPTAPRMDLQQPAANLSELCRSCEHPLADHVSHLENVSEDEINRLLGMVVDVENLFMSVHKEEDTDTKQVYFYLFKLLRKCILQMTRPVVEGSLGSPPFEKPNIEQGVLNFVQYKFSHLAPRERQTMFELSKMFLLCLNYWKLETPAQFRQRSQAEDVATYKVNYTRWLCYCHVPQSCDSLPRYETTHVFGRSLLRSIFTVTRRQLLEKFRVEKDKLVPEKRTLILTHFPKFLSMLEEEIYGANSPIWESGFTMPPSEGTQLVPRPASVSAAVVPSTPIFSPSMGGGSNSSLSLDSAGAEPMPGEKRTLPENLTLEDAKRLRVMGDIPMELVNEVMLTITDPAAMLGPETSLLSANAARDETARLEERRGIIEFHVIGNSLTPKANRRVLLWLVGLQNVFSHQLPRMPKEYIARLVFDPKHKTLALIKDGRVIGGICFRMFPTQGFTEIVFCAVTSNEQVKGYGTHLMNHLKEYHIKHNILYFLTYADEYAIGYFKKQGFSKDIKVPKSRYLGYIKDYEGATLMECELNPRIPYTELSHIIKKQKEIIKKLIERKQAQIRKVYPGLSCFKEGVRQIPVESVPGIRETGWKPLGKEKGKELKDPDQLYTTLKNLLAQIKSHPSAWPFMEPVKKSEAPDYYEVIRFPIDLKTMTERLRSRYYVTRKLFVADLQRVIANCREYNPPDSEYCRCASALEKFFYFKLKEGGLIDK
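GCN5L2 (20nM final) in 50mM HEPES, 0.1mM EDTA pH 7.5, 0.01% Tween-20 was preincubated 15 min at room temperature with compound, then given ThioGlo1 (50uM), H3(1-25) peptide (75uM) and acetyl-CoA (70uM); CoA-thiol fluorescence (Ex340/Em540) was read at 0 and 20 min.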
DT40 TDP1 no CPT = qHTS for Inhibitors of human tyrosyl-DNA phosphodiesterase 1 (TDP1): qHTS in cells in absence of CPT; AID 686978, 2013; Potency, µM (highest dose often 46.2 µM), for the others: at the top dose activity change, negative = growth inhibition, actives largely listed as inhibitors; DT40 Tdp1-/- hTDP1 cells, no CPT, ATP luminescence, 48 h; hit rate 15% among 420,000; further: nearly all actives have a fitted effect of over 55% in size
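Readout: luminescence from CellTiter-Glo after 30 min in the dark at RT. Cells: DT40 Tdp1-/- with stable hTDP1, 400/well. Exposure: compounds alone, ≥48 hr, 37 °C.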
Active calls of the source: *; ? = inconclusive; · = not tested or not shown; & = joins results of further samples; ! = not active in a repeat; [ ] = dose if it differs, or a comment. The call rests on the fitted dose curve; in most records, active means well fitted curve in the direction sought with a large enough effect; inconclusive means small, poorly fitted or top-dose-only effect, or another doubt; inactive means no such curve, though single readings can be large; an effect the other way counts as inactive or inconclusive. On the % scale 0 is the no-effect control and ±100 the full control effect; potency means the concentration at half of the fitted maximal effect. The list is partial; the hit share may differ from the screen's.

SMILES | TDP1 cell CPT | GCN5L2 inh | DT40 TDP1 no CPT
OCCCn1c(-c2ccc(F)cc2)csc1=Nc1ccc(F)cc1 | 9.2µM* | -5% | 15µM*
COc1cccc(NC(=O)c2ccc3c(c2)N(C)CCS3)c1 | ? | -11% | ?
COc1ccccc1N1C(=O)[C@@H]2C(C(=O)CN3C(=O)c4ccccc4C3=O)=NN[C@@H]2C1=O | 4% | -6% | 1%
COc1ccccc1NC(=O)CSc1nnc(-c2ccccn2)o1 | 5% | 6% | -13%
CCn1c(SCC(=O)N2CCOCC2)nc2c(c1=O)SC(C)C2 (centres undefined) | -21% | -5% | ?
O=C(CC1C(=O)NCCN1C(=O)Nc1ccc(Cl)cc1)Nc1ccc(F)cc1 (centres undefined) | -29% | -14% | -21%
Fc1c(F)c(C(F)(F)F)c(F)c(F)c1N1CCN(c2ccc3nnc(C(F)(F)F)n3n2)CC1 | ? | 1% | 23µM*
O=C(c1cc2n(n1)C(C(F)(F)F)CC(c1ccc(F)cc1)N2)N1CCCC1 (centres undefined) | -25% | 0% | ?
COC(=O)c1cc(OC)c(OC)c(OC)c1NC(=O)c1ccc(S(=O)(=O)N(C)C)cc1 | -4% | -18% | 2%
COc1ccc(S(=O)(=O)N(CC(=O)NCC2CCCO2)C2CCCCC2)cc1OC (centres undefined) | -17% | -4% | -21%
N=C1C(c2nc3ccccc3s2)=C(O)CN1C1CCC(O)CC1 (centres undefined) | 20% | ? | -8%
COc1cc(/C=C/C(=O)O)cc(OC)c1O | 5% | · | 6%
O=C(CCCc1nc(-c2ccc(Cl)cc2)no1)N1CCOCC1 | 23µM* | 0% | 16µM*
O=C(CCCN1C(=O)/C(=C\c2cccs2)SC1=S)Nc1ccccc1O | ? | · | ?
O=C(Nn1c(O)c(C=C2N=c3ccccc3=N2)sc1=S)c1ccc(Cl)cc1 | ? | -5% | -15%
CCOc1cc(/C=C2\N=C(C)OC2=O)cc(Br)c1OCCc1ccccc1 | -22% | 3% | -6%
CC1=C(C(=O)N(C)CCC#N)C2(CCCCC2)OC1=O | 0% | 3% | -4%
CCOc1ccc(C(OC(=O)c2ccco2)C(=O)NCc2ccc(C)cc2)cc1 (centres undefined) | -17% | -8% | -12%
COCC#Cc1cnc2c(c1)C(=O)N([C@H](C)CO)C[C@H](C)[C@@H](CN(C)S(=O)(=O)c1ccccc1)O2 | 11% | · | 0%
Nc1ncnc2nc(SCCN3CCCCC3)[nH]c12 | -9% | -20% | -5%
CN(C)CCNC(=O)c1ccc(-c2cnn(C)c2)c2ccoc12 | 4% | · | -18%
COc1ccc(C2=C(N3CCN(c4cc(Cl)ccc4C)CC3)c3ccccc3C2=O)cc1 | 21µM* | -2% | ?
O=C(Nc1ccc(F)c(Cl)c1)c1cc(C2CCCN(S(=O)(=O)c3cccs3)C2)on1 (centres undefined) | ? | · | ?
Cc1cccc(OCc2nnc(-c3ccc(F)cc3)o2)c1 | -5% | -7% | -2%
CCc1ccccc1N1CCN(S(=O)(=O)c2cc(OC)ccc2OC)CC1 | -7% | -8% | -28%
CCOC(=O)c1c(S(=O)(=O)N2CCCC(C(=O)N3CCN(c4cc(C)ccc4C)CC3)C2)c(C)n(C)c1C (centres undefined) | 8.2µM* | -5% | 9.2µM*
c1ccc(CN2CCN(Cc3ccc4c(c3)CN(Cc3c[nH]c5ccccc35)CCO4)CC2)nc1 | ? | · | ?
c1ccc2c(Nc3ccncc3)nc(-c3ccoc3)nc2c1 | ? | -26% | 21µM*
Cc1cccc(N2CCN(C(=O)c3cccn4c(=O)c5cc(Cl)ccc5nc34)CC2C)c1 (centres undefined) | 18µM* | -2% | ?
O=C(NC1CC2CCCC(C1)N2C(=O)Nc1ccccc1)C1CC1 (centres undefined) | -4% | -2% | -5%

Record cards (already shown). Order of values: TDP1 cell CPT	GCN5L2 inh	DT40 TDP1 no CPT
COc1cc(/C=C/C(=O)O)cc(OC)c1O is listed as 5%	·	6%
COCC#Cc1cnc2c(c1)C(=O)N([C@H](C)CO)C[C@H](C)[C@@H](CN(C)S(=O)(=O)c1ccccc1)O2 is listed as 11%	·	0%
CCOc1cc(/C=C2\N=C(C)OC2=O)cc(Br)c1OCCc1ccccc1 is listed as -22%	3%	-6%
CCc1ccccc1N1CCN(S(=O)(=O)c2cc(OC)ccc2OC)CC1 is listed as -7%	-8%	-28%
COc1ccc(C2=C(N3CCN(c4cc(Cl)ccc4C)CC3)c3ccccc3C2=O)cc1 is listed as 21µM*	-2%	?

New compounds follow
SMILES | TDP1 cell CPT | GCN5L2 inh | DT40 TDP1 no CPT
Cc1cc(C)n2nc(C(=O)OCC(=O)c3cc(C)n(C)c3C)nc2n1 | -1% | -17% | -24%
C=C(C)CN1C(=O)C2(OCCO2)c2cc(Br)ccc21 | 1% | · | 8%
COC(=O)C1=C(C)NC(C)=C(C(=O)OC)C1C(=O)OCc1nc2cc(C(=O)OC)ccc2c(=O)[nH]1 | -15% | -13% | -14%
COCCOC(=O)C1=C(C)N=C2SCCC(=O)N2C1c1ccc(OC(=O)c2ccco2)cc1 (centres undefined) | -5% | 1% | -14%
COc1cc(NC(=O)Nc2cccc(Cl)c2)c(OC)cc1NC(=O)CN1CCCCC1 | 16µM* | -20% | ?
N#Cc1ccc(OC(=O)Cc2ccsc2)cc1 | -8% | -1% | -1%
COC(=O)c1sccc1NC(=S)N1CCCC(C)C1 (centres undefined) | -4% | -2% | ?
CCOc1ccc(C2c3[nH]c4ccccc4c3CCN2C(=O)Cn2cncn2)cc1 (centres undefined) | 2% | -6% | -27%
O=C(/C=C/c1ccccc1)OCN1C(=O)c2ccccc2C1=O | -8% | -16% | 2%
COc1cc2c(cc1OC)CN(C(=O)c1cc(S(=O)(=O)N3CCOCC3)ccc1C)CC2 | -3% | ? | ?
O=C(NCc1ccco1)C(=O)NCC1OCCN1S(=O)(=O)c1ccc(F)cc1 (centres undefined) | -8% | -3% | -18%
CCCN(CCC)CCCNC(=O)CC(C(=O)N1CCc2ccccc21)n1ccnc1 (centres undefined) | -8% | 0% | 5%
COc1cccc(-c2cnc(C(O)c3ccccc3OC)[nH]2)c1 (centres undefined) | -16% | · | -19%
Nn1c(COc2ccc(Cl)cc2)nc2ccccc2c1=O | ? | -1% | ?
COc1ccc(-c2[nH][nH]c(=O)c2NC(=O)c2ccc(C)cc2)cc1 | -19% | · | 13%
Cc1ccc(S(=O)(=O)N2CN(CC3CCCO3)c3nc4ccccc4nc32)cc1 (centres undefined) | -15% | -1% | ?
O=C(NCc1ccccn1)c1cccc(NS(=O)(=O)c2ccc(Br)cc2)c1 | ? | -5% | 4%
COc1ccc(NC(=S)N2CCC(NC(=O)c3cccc(F)c3)CC2)cc1 | -23% | -2% | -23%
CCCCN(C(=O)Cc1ccc(S(=O)(=O)N2CCOCC2)s1)c1c(N)n(CC(C)C)c(=O)[nH]c1=O | -2% | -2% | 0%
CCOc1ccc(Br)cc1S(=O)(=O)Nc1ccc(C(=O)OC(C)C(=O)N(C)c2ccccc2)cc1 (centres undefined) | ? | -3% | ?
O=c1[nH]c2ccccc2n1Cc1ccccc1 | -15% | 0% | -9%
O=C(CS(=O)(=O)c1ccccc1)Nc1nccs1 | -1% | -3% | -8%
CCOc1ccccc1C(c1c(O)nc(SC)[nH]c1=O)c1c(O)nc(SC)[nH]c1=O | -7% | · | -1%
CCCCC(=O)NC(c1ccc(Cl)cc1Cl)c1ccc2cccnc2c1O (centres undefined) | 6.5µM* | 3% | 2.9µM*
CN(Cc1ccc(Cl)c(Cl)c1)C(=O)CN1C(=O)NC2(CCCC2)C1=O | -22% | 0% | -2%
CC1CCc2c(sc(NC(=O)c3ccc(Cn4cc(Br)cn4)o3)c2C(N)=O)C1 (centres undefined) | -16% | 3% | -21%
CN1CC(O)(C(O)C(O)C(O)CO)SC1=S (centres undefined) | 4% | · | 4%
COc1ccc(-c2onc(C)c2C)cc1S(=O)(=O)N1CCN(c2cc(C)ccc2C)CC1 | ? | 22% | 21µM*
COc1cccc(CNC(=O)c2ccc(OCC(=O)N3CCOCC3)c(OC)c2)c1 | 14% | 1% | 8%
COc1ccccc1CNC(=O)Cn1cc2c(n1)CCCC2 | 6% | -1% | 6%

The results go on:
The line under a structure holds: TDP1 cell CPT	GCN5L2 inh	DT40 TDP1 no CPT
- OC(Cn1nnc2ccccc21)Cn1c(C(F)(F)F)nc2ccccc21 (centres undefined)
    -5%	-16%	-25%
- COC(=O)C1(O)CC(C(C)C)=NN1C(=O)c1ccc(Cl)cc1 (centres undefined)
    -9%	3%	-9%
- Cc1c(C)c(C)c(S(=O)(=O)N2CCNCC2)c(C)c1C
    ?	-3%	?
- COC(=O)CC1C(=O)NCCN1Cc1cn(-c2ccc(C)cc2)nc1-c1cccc(C)c1 (centres undefined)
    -28%	13%	?
- Cc1cnc(CNc2ncncc2-c2ccccc2C)cn1
    -1%	0%	?
- CCc1nc(SCC(=O)NC2CC2)c2c(C)c(C)sc2n1
    ?	-6%	?
- CC1(C(=O)Nc2cccc(NS(C)(=O)=O)c2)CCN1Cc1ccccc1OC(F)F (centres undefined)
    23µM*	·	16µM*
- O=C(c1ccccc1)N(CCCn1ccnc1)C(c1ccccc1)c1nc2ccccc2[nH]1 (centres undefined)
    13%	·	-18%
- Cc1nc(Cl)cc(CS(=O)(=O)c2ccc(Cl)cc2)n1
    12%	-8%	-6%
- COc1cc(OC)cc(C(=O)NC(C(=O)NNC(=O)c2ccc(C)cc2)C(C)C)c1 (centres undefined)
    -13%	-4%	4%
- O=C(c1cccc(F)c1)N1CCN(Cc2ccco2)CC1
    -1%	-6%	-5%
- O=c1cc(CNC2CCCCC2)c2ccccc2[nH]1
    -2%	-2%	-10%
- COc1ccc(CCNC(=O)CCn2c(=O)c3ccccc3n(CC(=O)Nc3ccc(C)cc3C)c2=O)cc1OC
    -8%	-9%	5%
- Cc1cc(C)c(S(=O)(=O)NN=C2c3ccccc3[C@H]3Cc4csc[n+]4[C@@H]23)c(C)c1
    29µM*	·	?
- Cc1cc(NC(=O)CSCCc2ccncc2)no1
    5%	1%	1%
- CCOC(=O)Cc1csc(NC(=O)C(C)(C)CC)n1
    -5%	-6%[0.501 µM]	1%
- O=C(Cc1ccc(NC(=O)C2CCCN(C(=O)CCc3ccccc3)C2)cc1)Nc1ccc(C(=O)N2CCOCC2)cc1 (centres undefined)
    23µM*	·	18µM*
- CN(C)c1cc(F)c(C=O)cc1F
    17%	·	-2%
- CCCOc1ccc2oc(=O)c3c(c2c1)CCCN3C(=O)CN1CCCC(C(=O)OCC)C1 (centres undefined)
    ?	-9%	23µM*
- NS(=O)(=O)c1ccc(S(=O)(=O)NCCc2ccccc2)cc1
    ?	-6%	-15%

Next section, starting with the last two of the part before.
The line under a structure holds: TDP1 cell CPT	GCN5L2 inh	DT40 TDP1 no CPT
- CCCOc1ccc2oc(=O)c3c(c2c1)CCCN3C(=O)CN1CCCC(C(=O)OCC)C1 (centres undefined)
    ?	-9%	23µM*
- NS(=O)(=O)c1ccc(S(=O)(=O)NCCc2ccccc2)cc1
    ?	-6%	-15%
- CCN(CC)CCn1c2ccccc2c2n[nH]c(=S)nc21
    4%	-16%	-11%
- CSc1ccc(S(=O)(=O)N2c3ccccc3CC2C)cc1 (centres undefined)
    ?	-14%	21µM*
- COCCN(Cc1ccccc1)C(=O)c1cccc(S(=O)(=O)N2CCN(c3ccccc3)CC2)c1
    ?	-21%	16µM*
- CCN(CC)CCNS(=O)(=O)c1ccc(/C=C/C(=O)O)cc1
    -7%	4%	-8%
- CCOc1ccc(NC(=O)N2CCC(C(N)=O)(N3CCCCC3)CC2)cc1
    5%&8%	-5%&-2%	19%&7%
- CSc1ccc(CN2CCC2(C)C(=O)NCc2cccs2)cc1 (centres undefined)
    ?	·	?
- Cc1ccc(NC(=S)NC(NC(=O)Cc2cccc3ccccc23)C(Cl)(Cl)Cl)cc1 (centres undefined)
    13%	-14%[0.501 µM]	-8%
- COCCNC(=O)CSc1ccc(Cl)cc1
    16%	-3%	-15%
- O=C(CSc1nccc(=O)[nH]1)N1CCOCC1
    14%	-5%	18%
- COc1ccc2[nH]c(-c3ccccc3)c(CCNC(C)=O)c2c1
    ?	-22%&-14%	?
- CCOc1ccc(CN(C(=O)c2cc3ccccc3oc2=O)C2CC2)cc1
    -10%	-1%	?
- S=c1nc[nH]c2nc[nH]c12
    ?	?	19µM*!
- COc1ccccc1/C=C1\SC(=S)N(CCC(=O)NCCCN2CCOCC2)C1=O
    -4%	2%	?
- COc1ccc(OC)c(CNC(=O)C2CCN(C(=O)N(C)C)CC2)c1
    2%	-2%	-2%
